Growth percent in the NCI-60 one-dose screen (48 h, 10 µM unless noted): 100 = growth as untreated, 0 = no growth, -100 = all killed.
SF-268: SF-268 CNS cancer cells | 3.1% of 82,000 active
SF-539: SF-539 CNS cancer. 6.8% of 81,000 active. AID 1794752
PC-3: PC-3 prostate cancer cells. AID 1794754. 3.9% of 80,000 active
SNB-19: SNB-19 CNS cancer cells; 2.5% of 81,000 active
U251: U251 CNS tumor cells; 5.4% of 80,000 active; AID 1794753
HCC-2998: HCC-2998 colon cancer; 4.7% of 79,000 active; AID 1794799
SF-295: SF-295 CNS cancer cells; 5.6% of 79,000 active
SNB-75: SNB-75 CNS cancer; 5% of 79,000 active; AID 1794750
An asterisk follows results filed as active; x = not tested or not shown; & = joins results of further samples; ! = a repeat was not active. The calls were made as follows: active = growth percent below 10; inactive = the rest.

Sample of the layout:
Labels used below: A = SF-268; B = SF-539; C = PC-3; D = SNB-19; E = U251; F = HCC-2998; G = SF-295; H = SNB-75
#1 COc1cc2c(c(OC)c1OC)c(=O)c1ccc(OC)c(OC)c1n2C
  A: 93 | B: 94 | C: 97 | D: 103 | E: 101 | F: 94 | G: 92 | H: 91
#2 c1ccc(-c2noc3ncnc(Nc4ccc(N5CCOCC5)cc4)c23)cc1
  A: 102 | B: 89 | C: 107 | D: 102 | E: 95 | F: 103 | G: 96 | H: 87

Main list (from the top)
Labels used below: A = SF-268; B = SF-539; C = PC-3; D = SNB-19; E = U251; F = HCC-2998; G = SF-295; H = SNB-75
#1 COc1cc2c(c(OC)c1OC)c(=O)c1ccc(OC)c(OC)c1n2C
  A: 93 | B: 94 | C: 97 | D: 103 | E: 101 | F: 94 | G: 92 | H: 91
#2 c1ccc(-c2noc3ncnc(Nc4ccc(N5CCOCC5)cc4)c23)cc1
  A: 102 | B: 89 | C: 107 | D: 102 | E: 95 | F: 103 | G: 96 | H: 87
#3 COc1ccc(/C=C/c2ccc(Cl)cc2)cc1
  A: 102 | B: 94 | C: 92 | D: x | E: 103 | F: 97 | G: 96 | H: 94
#4 CCCC(=O)NC(c1ccc2c(c1)OCO2)c1ccc2cccnc2c1O (stereo not drawn)
  A: 16 | B: 9.9* | C: 33 | D: 30 | E: 15 | F: 38 | G: 14 | H: 17
#5 COc1ccc(CCNC(=O)Cn2nc(N3CCCCC3)ccc2=O)cc1OC
  A: 95 | B: 92 | C: 104 | D: 101 | E: 102 | F: 106 | G: 97 | H: 89
#6 COC(=O)c1cc(-c2ccc(C)cc2)n(C(=O)CSc2nc3sc(C(N)=O)c(C)c3c(=O)n2Cc2ccccc2)n1
  A: 108 | B: 104 | C: 86 | D: x | E: 102 | F: 108 | G: 109 | H: 83
#7 COc1cc(C2c3cc4c(cc3C(O)C3COCC23)OCO4)cc(OC)c1OC (stereo not drawn)
  A: 100 | B: 97 | C: x | D: 102 | E: 97 | F: 104 | G: 101 | H: 94
#8 N#Cc1cnn(C(=O)c2ccccc2Br)c1NC(=O)c1ccccc1Br
  A: 94 | B: 101 | C: 102 | D: 96 | E: 92 | F: 108 | G: 95 | H: 77
#9 CCCNC(=O)NS(=O)(=O)c1ccc(Cl)cc1
  A: 104&107 | B: 106&97 | C: 106&94 | D: 102&106 | E: 99&101 | F: 115&93 | G: 105&109 | H: 89&99
#10 CCCC(CNC1CCCCC1)OC(=O)c1ccc(N)cc1 (stereo not drawn)
  A: 115 | B: 108 | C: 102 | D: 104 | E: 103 | F: x | G: x | H: 97
#11 CC1(C)C2=C(C(=O)N1Cc1ccccc1)C(c1ccco1)N(C(=O)C1CCC1)CCN2 (stereo not drawn)
  A: 97 | B: 101 | C: 95 | D: 99 | E: 100 | F: 98 | G: 108 | H: 84
#12 COc1ccc(/C=C2\N=C(c3ccccc3)N(CCc3cccs3)C2=O)cc1
  A: 104 | B: 120 | C: 82 | D: 101 | E: 98 | F: 100 | G: 106 | H: 75
#13 Nc1nc(=O)n(C2CCCO2)cc1Br (stereo not drawn)
  A: 108 | B: 105 | C: 101 | D: 104 | E: 101 | F: 94 | G: 115 | H: 84
#14 COc1ccc(C2=NOC(C(=O)N3CC(C)OC(C)C3)C2)cc1OC1CCCC1 (stereo not drawn)
  A: 103 | B: 102 | C: 98 | D: 95 | E: 101 | F: 113 | G: 99 | H: 93
#15 CNC1=C([N+](=O)[O-])C(c2ccc(O)cc2)C(C#N)=C(c2ccc[nH]2)O1 (stereo not drawn)
  A: 100 | B: 103 | C: 100 | D: 96 | E: 104 | F: 104 | G: 100 | H: 98
#16 CCOC(=O)c1[nH]c(C)c2c1CCc1cnc(Nc3ccccc3)nc1-2
  A: 103 | B: 101 | C: 93 | D: 106 | E: 105 | F: 110 | G: 50 | H: 86
#17 COc1cc(C2CC(c3cc(OC)c(OC)c(OC)c3)=NN2)ccc1Oc1ccnc2cc(Cl)ccc12 (stereo not drawn)
  A: 93 | B: 111 | C: 97 | D: 85 | E: 91 | F: 103 | G: 95 | H: x
#18 COc1cc2cc(Oc3ccc(NC(=O)Nc4cc(C(F)(F)F)cc(C(F)(F)F)c4)cc3)c(C)nc2cc1OCCN(C)C
  A: 106 | B: 100 | C: 110 | D: 103 | E: 107 | F: 103 | G: 103 | H: x
#19 CCOC(=O)C1=C(C)NC(=O)NC1c1ccccc1 (stereo not drawn)
  A: 100&101&103&103 | B: 117&109&95&98 | C: 100&93&104&111 | D: 103&110&104&100 | E: 104&101&96&106 | F: 109&100&107&107 | G: 106&102&97&100 | H: 109&100&87&88
#20 O=Cc1nccc2ccccc12
  A: 94 | B: 72 | C: 77 | D: 95 | E: 92 | F: 111 | G: 126 | H: 97
#21 NC1=NC(=O)NC1(c1ccccc1)c1ccccc1
  A: 103 | B: 104 | C: 94 | D: 99 | E: 97 | F: x | G: 117 | H: 90
#22 C[C@H]1[C@H](OC(=O)CCC(=O)O)O[C@@H]2O[C@]3(C)CC[C@H]4[C@H](C)CC[C@@H]1[C@@]24OO3
  A: 56 | B: 32 | C: 25 | D: 58 | E: 37 | F: 48 | G: 12 | H: 62
#23 CCn1cc(C(=O)NN=C2CCN(C)CC2)c(=O)c2ccc(C)nc21
  A: 91 | B: 105 | C: 88 | D: 98 | E: 95 | F: 117 | G: 96 | H: 79
#24 COc1ccc(/C=C/c2nc(Nc3ccc(NC(=O)Nc4ccc(Cl)cc4)cc3)c3ccccc3n2)cc1
  A: 95 | B: 99 | C: 99 | D: 103 | E: 103 | F: 107 | G: 101 | H: 88
#25 CCc1c(N)nc(N)nc1Nc1ccccc1C
  A: 105 | B: 101 | C: 94 | D: 106 | E: 107 | F: 99 | G: 107 | H: 98
#26 CCOC(=O)c1c(C)n(-c2ccc(Cl)cc2)c2ccc(OC(=O)/C=C/c3ccccc3)cc12
  A: 94 | B: 93 | C: 68 | D: 90 | E: 83 | F: 102 | G: 79 | H: 67
#27 Nc1cc(-c2ccccc2)nn1-c1cc(-c2ccccc2)no1
  A: 118 | B: x | C: 86 | D: 100 | E: 95 | F: 110 | G: 112 | H: 73
#28 N/C(=N\c1nc2c(F)cc(F)cc2s1)C(Cl)(Cl)Cl
  A: 95 | B: 97 | C: 89 | D: 88 | E: 90 | F: 92 | G: 84 | H: 72
#29 C/C(=N\O)c1ccccc1
  A: 99 | B: 101 | C: 95 | D: 100 | E: 94 | F: 103 | G: 101 | H: 102
#30 CC(=O)c1ccc(Nc2nc(SC(C)C)nc(-c3ccccc3)c2C#N)cc1
  A: 41&92 | B: -17*! | C: 72&88 | D: -20*! | E: 10&90 | F: 70&123 | G: -41*! | H: 42&92
#31 COc1cc(NC(=O)CSc2nc3ccccc3c(=O)n2-c2ccc(F)cc2)cc(OC)c1OC
  A: 90 | B: 105 | C: 93 | D: 94 | E: 102 | F: 105 | G: 91 | H: 91
#32 Cc1nn(-c2ccccc2)c(Cl)c1/C=C/C(=O)c1ccc(F)cc1
  A: 97 | B: 90 | C: 79 | D: 87 | E: 76 | F: 107 | G: 91 | H: 98
#33 CC(C)(C)c1ccc(SCC(=O)O)cc1
  A: 107 | B: 90 | C: 100 | D: 109 | E: 105 | F: 133 | G: 104 | H: 103
#34 COc1ccc(Cc2nn(CC(=O)N/N=C/c3ccc(F)cc3)c(=O)c3c(C)noc23)cc1
  A: 47 | B: 57 | C: 36 | D: 20 | E: 18 | F: 39 | G: -19* | H: -17*
#35 CN1CCN(Cc2ccc(NC(=O)c3cncc(C#Cc4cncc5ncccc45)c3)cc2C(F)(F)F)CC1
  A: 34 | B: -32* | C: 23 | D: 47 | E: 39 | F: 14 | G: 33 | H: 14
#36 COc1ccc(CCNc2nc3cc(N)cc(N)c3nc2-c2ccccc2)cc1OC
  A: 43 | B: 99 | C: 76 | D: 100 | E: 90 | F: 149 | G: 113 | H: 81
#37 Cc1cc(=O)oc2c(OS(C)(=O)=O)c(OS(C)(=O)=O)ccc12
  A: 102 | B: 96 | C: 92 | D: 106 | E: 99 | F: 121 | G: 92 | H: 90
#38 CC1=C(C(=O)c2ccccc2)CC(c2ccccc2)=NN1
  A: 107 | B: 90 | C: 97 | D: 146 | E: 95 | F: x | G: 111 | H: 86
#39 O=[N+]([O-])c1ccc([I+]c2ccccc2)cc1
  A: -70* | B: 1.9* | C: 62 | D: -71* | E: -97* | F: 46 | G: 78 | H: x
#40 O=S1(=O)CCN(CCCc2ccccc2)CC1
  A: 104 | B: 101 | C: 94 | D: 99 | E: 99 | F: 116 | G: 127 | H: 93

Another view of eight compounds above:
No.	structure	SF-268	SF-539	PC-3	SNB-19	U251	HCC-2998	SF-295	SNB-75
21	NC1=NC(=O)NC1(c1ccccc1)c1ccccc1	103	104	94	99	97	x	117	90
22	C[C@H]1[C@H](OC(=O)CCC(=O)O)O[C@@H]2O[C@]3(C)CC[C@H]4[C@H](C)CC[C@@H]1[C@@]24OO3	56	32	25	58	37	48	12	62
23	CCn1cc(C(=O)NN=C2CCN(C)CC2)c(=O)c2ccc(C)nc21	91	105	88	98	95	117	96	79
24	COc1ccc(/C=C/c2nc(Nc3ccc(NC(=O)Nc4ccc(Cl)cc4)cc3)c3ccccc3n2)cc1	95	99	99	103	103	107	101	88
25	CCc1c(N)nc(N)nc1Nc1ccccc1C	105	101	94	106	107	99	107	98
26	CCOC(=O)c1c(C)n(-c2ccc(Cl)cc2)c2ccc(OC(=O)/C=C/c3ccccc3)cc12	94	93	68	90	83	102	79	67
27	Nc1cc(-c2ccccc2)nn1-c1cc(-c2ccccc2)no1	118	x	86	100	95	110	112	73
28	N/C(=N\c1nc2c(F)cc(F)cc2s1)C(Cl)(Cl)Cl	95	97	89	88	90	92	84	72

(more compounds)
Labels used below: A = SF-268; B = SF-539; C = PC-3; D = SNB-19; E = U251; F = HCC-2998; G = SF-295; H = SNB-75
#41 Cn1c(=O)ccc2ccccc21
  A: 136 | B: 110 | C: 100 | D: 102 | E: 109 | F: 115 | G: 111 | H: 91
#42 O=C=Nc1ccc(N=Nc2ccccc2)cc1
  A: 93 | B: 87 | C: 76 | D: 95 | E: 85 | F: 97 | G: 105 | H: 75
#43 COc1cc(C2c3cccn3-c3ccccc3N2C(C)N2CCCC2=O)cc(OC)c1OC (stereo not drawn)
  A: 94 | B: 105 | C: 87 | D: 101 | E: 114 | F: 107 | G: 107 | H: 86
#44 CCN(CC)c1ccc(C(=O)O)cc1
  A: 104 | B: 111 | C: 91 | D: 107 | E: 108 | F: 94 | G: 115 | H: 98
#45 O=S(=O)(NCCNc1nccc(-c2c(-c3cccc(F)c3)nc3sccn23)n1)c1ccc(Br)cc1
  A: 53 | B: 76 | C: 51 | D: 59 | E: 53 | F: 79 | G: 59 | H: 75
#46 CCCCc1n(Cc2ccc3ccccc3c2)c2ccccc2[n+]1Cc1ccc2ccccc2c1
  A: -80* | B: -94* | C: -77* | D: -93* | E: -87* | F: -81* | G: -88* | H: -9.6*
#47 CC1CCCC[N+]12CCCC2 (stereo not drawn)
  A: 111 | B: 111 | C: 97 | D: 85 | E: 99 | F: 107 | G: 119 | H: 100
#48 CCCCC(=O)N[C@H]1C[C@H]2CC[C@@]1(C)C2(C)C
  A: 97 | B: 110 | C: 98 | D: 99 | E: 93 | F: 114 | G: 101 | H: 95
#49 O=C(OCCc1ccccc1)c1ccccc1
  A: 100 | B: 104 | C: 104 | D: 104 | E: 84 | F: x | G: x | H: 102
#50 O=C(CCSSCCC(=O)ON1C(=O)CCC1=O)ON1C(=O)CCC1=O
  A: 106 | B: 101 | C: 99 | D: 95 | E: 100 | F: 112 | G: 90 | H: 91
#51 N#CC1=C(N)Oc2ccc3ccccc3c2C1c1ccccc1 (stereo not drawn)
  A: 52 | B: 11 | C: 41 | D: 30 | E: 32 | F: 69 | G: 5.0* | H: -16*
#52 Cc1c(C(=O)NO)sc2ncnc(Nc3ccc(NC(=O)Nc4cccc(C(F)(F)F)c4)cc3)c12
  A: 89 | B: 61 | C: 91 | D: 91 | E: 73 | F: 113 | G: 95 | H: 54
#53 Cc1ccc2c(C)c3c(ccc4ccccc43)c[n+]2c1
  A: 32 | B: 73 | C: 53 | D: 24 | E: 24 | F: 73 | G: 36 | H: 65
#54 CCOCCC(=O)C(C#N)c1cccc(OC)c1OC (stereo not drawn)
  A: 100 | B: 95 | C: 97 | D: 112 | E: 103 | F: 105 | G: 92 | H: 79
#55 Cc1ccc(NC(=O)C(Cl)Cl)cc1
  A: 105 | B: 98 | C: 92 | D: 101 | E: 95 | F: 115 | G: 98 | H: 101
#56 O=C1/C(=C/c2ccc(O)cc2)COc2ccc(O)c(O)c21
  A: 24 | B: -14* | C: 42 | D: 47 | E: 9.2* | F: 76 | G: 96 | H: 30
#57 O=C1N(c2ccccc2)c2ccccc2[C@]12Oc1ccccc1[C@H]1CC(c3ccc(F)cc3)=NN12
  A: 67 | B: 82 | C: 57 | D: 72 | E: 70 | F: 78 | G: 57 | H: 92
#58 CCNC(=O)N1CCc2c(Cl)c3c(c(OC)c2[C@@H]1[C@H]1OCc2c1ccc(OC)c2OC)OCO3
  A: 102 | B: 95 | C: 83 | D: 90 | E: 88 | F: 108 | G: 90 | H: 118
#59 Cc1cc(S(=O)(=O)Cl)c(Cl)cc1Cl
  A: 104 | B: 98 | C: 100 | D: 103 | E: x | F: 110 | G: 94 | H: 86
#60 O=C(O)C1C2CC3C(OC(=O)C31)C2Br (stereo not drawn)
  A: 106&109 | B: 99 | C: 105&90 | D: 107&97 | E: 91&92 | F: 97&89 | G: 101&97 | H: 81&106
#61 Nc1cccc(-c2ccc(C(=O)Nc3ccc(C(=O)O)cc3)o2)c1
  A: 103 | B: 95 | C: x | D: 95 | E: 102 | F: 101 | G: 100 | H: 94
#62 O=C1CSC(=Nc2cc(Cl)cc(Cl)c2)N1
  A: 95 | B: 101 | C: 98 | D: 100 | E: 105 | F: 102 | G: 103 | H: 81
#63 CC(=O)OCC(=O)[C@@]1(O)CC[C@H]2[C@H]3[C@H]([C@@H](O)C[C@@]21C)[C@@]1(C)CCC(=O)C=C1C[C@@H]3C
  A: 101 | B: 100 | C: 94 | D: 106 | E: 97 | F: 101 | G: x | H: 87
#64 CN(C)Cc1cccc(CN(C)C)c1O
  A: 88 | B: 103 | C: 80 | D: 100 | E: 94 | F: 110 | G: 106 | H: 92
